# All columns: NCI-60 one-dose screen, growth in % after 48 h at 10 µM unless noted; 100 = growth as untreated, 0 = no growth, -100 = all killed.
# MDA-MB-435 = MDA-MB-435 melanoma; 7.8% of 82,000 active; AID 1794794
# SK-MEL-28 = SK-MEL-28 melanoma | 4.1% of 81,000 active
# UACC-62 = UACC-62 melanoma; AID 1794756; 5.4% of 81,000 active
# LOX IMVI = LOX IMVI melanoma | 7.4% of 79,000 active
# SK-MEL-5 = SK-MEL-5 melanoma; 6.4% of 80,000 active; AID 1794755
# UACC-257 = UACC-257 melanoma; 4.4% of 78,000 active; AID 1794764
# SK-MEL-2 = SK-MEL-2 melanoma; 4.7% of 77,000 active
# MALME-3M = MALME-3M melanoma; 5.8% of 78,000 active
# Starred values were filed as active, the others as inactive; / = not tested or not shown; & = joins results of further samples; [ ] = another dose, or the depositor's remark. How the source made its calls: active means growth percent below 10; inactive means the rest.
# Fields: UACC-257, SK-MEL-2, SK-MEL-5, SK-MEL-28, UACC-62, MDA-MB-435, MALME-3M, LOX IMVI
CC(C)(C)C1CCC(=O)CC1
→ 107, 126, 102, 110, 100, 98, 89, 110
O=C(NCCCCCCCNC(=O)OCc1ccc2c(Cl)cc(Cl)c(O)c2n1)OCc1ccc2c(Cl)cc(Cl)c(O)c2n1
→ -42*, -71*, -96*, -83*, -79*, -86*, -87*, -88*
O=c1[nH]c2c(cc1S(=O)(=O)c1ccccc1)CCCc1ccn(Cc3ccccc3)c1-2
→ 95, 100, 101, 102, 91, 97, 107, 95
CCOc1ccc(/C=N\N2CCCCCC2)cc1OCC
→ 96, 103, 83, 96, 75, 53, /, /
O=C1OC(c2ccccc2)=CC1(c1ccccc1)c1ccccc1
→ 112, 95, 91, 108, 88, 101, 101, 91
Cc1c(C(=O)C(SC(=S)N2CCN(C)CC2)SC(=S)N2CCN(C)CC2)nnn1-c1ccc([N+](=O)[O-])cc1
→ 101, 103, 104, 102, 87, 102, 91, 102
C=CC(=O)Nc1cccc(-c2nc(SC)nc(NCCN3CCOCC3)c2C#N)c1
→ 94, 83, 95, 114, 87, 87, 90, 86
Nc1ncc(-c2ccc3ncnc(Nc4cccc(Cl)c4F)c3c2)cn1
→ 89, 95, 64, 65, 39, 80, 49, 77
C=CCOC(=O)CCCCCCCC1OC1CCCCCCCC (configuration not stated)
→ 113, 101, 106, 113, 101, 98, 86, 96
c1ccc(CCCCc2ccc3ccccc3n2)cc1
→ 103, 94, 109, 104, 102, 108, 98, 96
N/C(=N\O)c1ncc(-c2ccc(C(F)(F)F)cc2)c(NC2CCCCCC2)n1
→ /, -91*[100 µM], -86*[100 µM], 10[100 µM], -88*[100 µM], -84*[100 µM], -93*[100 µM], -74*[100 µM]
CCCCCn1sc(=O)n(Cc2ccc(CNC(=O)OCc3ccc4cccc(O)c4n3)cc2)c1=O
→ 0.0*, 39, -45*, -35*, -64*, -70*, -78*, -91*
CN1CCC(=C2c3ccccc3C(O)c3ccccc32)CC1 (configuration not stated)
→ 97, 101, 97, 103, 99, 96, 105, 93
CN(C)C(=S)SCc1cc(Cl)cc(Cl)c1O
→ 98, 106, 99, 117, 101, 107, 92, 97
CSC1=Nc2c(c(C)c(-c3ccccc3)n2CCCCCC(=O)O)C2=NC(=O)CN12
→ 70, 117, 98, 99, 99, 122, 92, 94
O=C(O)C(c1cccs1)C1(O)CCCCC1 (configuration not stated)
→ 110, 102, 102, 117, 87, 116, /, 98
CC(=O)NC1C(O[C@H]2CC[C@]3(C)[C@H]4CC=C5[C@@H]6CC(C)(C)CC[C@]6(C(=O)OC6OCC(O)C(O)C6OC6OCC(O)(CO)C6O)[C@H](O)C[C@@]5(C)[C@]4(C)CC[C@H]3C2(C)C)OC(COC2OCC(O)C(O)C2OC2OCC(O)C(O)C2O)C(O)C1O (some centres not stated)
→ 107, 20, 103, 117, 114, 113, 110, 89
O=C1c2ccccc2C(=O)c2c1c(Br)cc1c(=O)[nH]nnc21
→ 101, 101, 83, 115, 94, 105, 111, 81
Cc1ccc(-c2nnc3ccc(N/N=C/c4ccccc4)nn23)cc1
→ 103, 102, /, 96, 98, 76, 96, 48
CC/C=C/C(=O)NC1c2ccccc2Oc2ccccc21
→ 111, 106, 94, 102, /, 98, 89, 84

# An excerpt taken from the entries so far, for reference:
# Fields: UACC-257, SK-MEL-2, SK-MEL-5, SK-MEL-28, UACC-62, MDA-MB-435, MALME-3M, LOX IMVI
O=C(O)C(c1cccs1)C1(O)CCCCC1 (configuration not stated)
→ 110, 102, 102, 117, 87, 116, /, 98
CC(=O)NC1C(O[C@H]2CC[C@]3(C)[C@H]4CC=C5[C@@H]6CC(C)(C)CC[C@]6(C(=O)OC6OCC(O)C(O)C6OC6OCC(O)(CO)C6O)[C@H](O)C[C@@]5(C)[C@]4(C)CC[C@H]3C2(C)C)OC(COC2OCC(O)C(O)C2OC2OCC(O)C(O)C2O)C(O)C1O (some centres not stated)
→ 107, 20, 103, 117, 114, 113, 110, 89

# Entries shown so far containing an NH in an aromatic ring (two):
# Fields: UACC-257, SK-MEL-2, SK-MEL-5, SK-MEL-28, UACC-62, MDA-MB-435, MALME-3M, LOX IMVI
O=c1[nH]c2c(cc1S(=O)(=O)c1ccccc1)CCCc1ccn(Cc3ccccc3)c1-2
→ 95, 100, 101, 102, 91, 97, 107, 95
O=C1c2ccccc2C(=O)c2c1c(Br)cc1c(=O)[nH]nnc21
→ 101, 101, 83, 115, 94, 105, 111, 81

# The listing continues:
# Fields: UACC-257, SK-MEL-2, SK-MEL-5, SK-MEL-28, UACC-62, MDA-MB-435, MALME-3M, LOX IMVI
CCOC(=O)C(NC(C)=O)C(=O)c1ccccc1 (configuration not stated)
→ 98, /, 97, 102, 103, 105, 102, 97
C=C1C(=O)O[C@H]2[C@H]1CC/C(COC(=O)CCC(=O)OC/C1=C/CC[C@@]3(C)O[C@H]3[C@H]3OC(=O)C(=C)[C@@H]3CC1)=C\CC[C@@]1(C)O[C@@H]21
→ 21, 61, 61, 4.6*, 13, 45, -5.6*, 26
NC1=CC(=O)C(=O)c2ccccc21
→ 52, 75, 78, 75, 39, -72*, 46, 7.7*
CC(=O)OCC1O[C@@H](Oc2ccc3c(C)cc(=O)oc3c2C(C)=O)C(OC(C)=O)[C@@H](OC(C)=O)[C@H]1OC(C)=O (some centres not stated)
→ 77, 90, 105, 118, 105, 104, 108, 107
Cc1ccc(C2CC(c3ccc(Cl)cc3)=NN2c2nc(-c3cc4ccccc4oc3=O)cs2)cc1 (configuration not stated)
→ 113, 104, 102, 119, 94, 108, 91, 86
Oc1ccc(/C=N/N=C(/c2ccccc2)c2ccc3nc(-c4ccc(Cl)cc4)[nH]c3c2)cc1
→ 94, 85, 81, 91, 91, 85, 95, 86
COc1nc(N)nc2c1N=C(c1ccc(Cl)cc1)c1ccccc1N2
→ 110, 116, 87, 110, 89, 99, 94, 100
CN(C)c1ccc(Cc2cc(-c3ccccc3)nn(C/C(=N/O)c3ccccc3)c2=O)cc1
→ 63, 68, 56, 72, 39, 38, 66, 53
CC/C(=C\c1ccc(OC)cc1)C(=O)c1ccc(OC)cc1
→ 101, 96, 101, 106, 79, 73, 114, 95
CCCSc1ccc(NC(=S)Nc2ccc(SCCC)cc2)cc1
→ 97, 104, 92, 114, 89, 99, 83, 96
COc1cc(C(=O)NNC(=O)c2ccccc2O)cc(OC)c1OC
→ 72, 80, 87, 109, 81, 97, 103, 102
CC1=C(C(=O)OCc2ccccc2)C(c2cccc(Cl)c2Cl)n2c(nc3ccccc32)N1 (configuration not stated)
→ 74, 96, 83, 84, 54, 27, 60, 73
CC(=O)OC(C(=O)O)c1ccccc1 (configuration not stated)
→ 106, /, 105, 119, 112, 105, /, 105
COc1cc2oc(-c3cccc(NC(=O)c4cccc([N+](=O)[O-])c4)c3)cc(=O)c2c(OC)c1OC
→ 88, 92, 55, 88, 51, 53, 34, 33
O=C1O[C@H]2CCCC[C@@H]2C12ON=C(c1ccc([N+](=O)[O-])cc1)S2=O (some centres not stated)
→ 100, 105, 103, 103, 100, 103, 100, 98
CC(=O)C1=C(C)C2CC3(C)CC(C2(C)C1)C3(C)C (configuration not stated)
→ 104, 96, 100, 98, 100, 103, 103, 96
Cc1cn(C2CC(F)C(CO)O2)c(=O)[nH]c1=O (configuration not stated)
→ 92, 115, 74, 105, 81, 78, 85, 98
CC(CO)(C(=O)O)C1CCCCC1 (configuration not stated)
→ 104, 104, 98, 101, 90, 102, 87, 98
O=C1NNC(=NCC(=O)N2C(=O)C(=O)c3ccccc32)Nc2ccccc21
→ 112, 99, 105, 116, 105, 111, 99, 106
N=C(N)c1ccc(-c2ccc(Cl)cc2)cn1
→ 103, 107, 93, 95, 102, 93, 100, /

# Structural class, the compounds so far containing two or more sulfur atoms (3)
# Fields: UACC-257, SK-MEL-2, SK-MEL-5, SK-MEL-28, UACC-62, MDA-MB-435, MALME-3M, LOX IMVI
Cc1c(C(=O)C(SC(=S)N2CCN(C)CC2)SC(=S)N2CCN(C)CC2)nnn1-c1ccc([N+](=O)[O-])cc1
→ 101, 103, 104, 102, 87, 102, 91, 102
CN(C)C(=S)SCc1cc(Cl)cc(Cl)c1O
→ 98, 106, 99, 117, 101, 107, 92, 97
CCCSc1ccc(NC(=S)Nc2ccc(SCCC)cc2)cc1
→ 97, 104, 92, 114, 89, 99, 83, 96

# Remaining list, next part
# Fields: UACC-257, SK-MEL-2, SK-MEL-5, SK-MEL-28, UACC-62, MDA-MB-435, MALME-3M, LOX IMVI
C=CCc1cc(OC)c(O)c(OC)c1
→ 101, 102, 100, 108, 103, 108, 95, 101
O=C(O)c1ccc(NC(C(=O)c2ccccc2)c2ccccc2)cc1 (configuration not stated)
→ 88, 96, 107, 117, /, 103, 106, 100
Cc1ccc(C(=O)c2ccc(CC(=O)N/N=C/c3c[nH]c4ccccc34)n2C)cc1
→ 101, 105, 98, 104, 88, 95, 81, 84
COc1ccc(-c2nc(SCCC(C)C)nc(N/N=C\c3ccc(O)cc3)c2C#N)cc1
→ 111, 104, 89, 95, 94, 49, 79, /
CC(=O)OCC(CCn1cnc2cnc(N)nc21)COC(C)=O
→ 93, 106, /, 124, 104, 114, 102, 93
CSc1nc(NC=O)cc(=O)n1C
→ 57, 101, 109, 121, 106, 115, /, 106
COc1ccc(OC)c(-c2nc3sc(-c4c[nH]c5ccccc45)nn3c2C=O)c1
→ 99, 102, 92, /, 105, 89, 94, 90
COc1ccc(-c2cn(-c3ccc(Cl)cc3)c(SCC(=O)c3ccc(Br)cc3)n2)cc1
→ 97, 96, 95, 102, 77, 96, 84, 107
COc1ccc(/C=C/C(=O)c2ccc(N3CCN(C)CC3)cc2)c(C(F)(F)F)c1
→ 63, 95, 37, 52, -31*, -55*, 45, -86*
Cc1cc2c(C(C)C)c(O)c(O)c(C(=O)C(=O)NCc3ccco3)c2c(O)c1-c1c(C)cc2c(C(C)C)c(O)c(O)c(C(=O)C(=O)NCc3ccco3)c2c1O
→ 75, 63, 72, 78, 96, 68, 88, 68
CC(=C/c1ccccc1)/C=C1/NC(=S)NC1=O
→ 80, 94, 95, 110, 91, 89, 93, 114
Nc1ccc(C(=O)c2cccs2)cn1
→ 105, 103, 101, 118, 108, 115, 119, 104
O=C(Cn1c(=O)[nH]c2ccccc2c1=O)NC1CCCCC1
→ 104, 112, 94, 111, 101, 103, 93, 98
O=[N+]([O-])c1ccc(S)cc1
→ 101, 101, 105, 112, 98, 111, 131, 100
O=C(Nc1nc2ccc(F)cc2s1)c1cc(-c2ccc(Cl)cc2)n2nc(-c3ccccc3)cc2n1
→ 109, 92, 93, 103, 109, 107, 98, 94
Cc1[nH]c(C2CC(c3cccs3)=NN2c2ccccc2)c(C)c1C(=O)O (configuration not stated)
→ 101, 123, 97, 106, 87, 100, 104, 93
COc1cc(/C=C2\CN(S(=O)(=O)c3ccc(C)cc3)C/C(=C\c3cc(CN4CCCCC4)c(O)c(OC)c3)C2=O)cc(CN2CCCCC2)c1O
→ -90*, -74*, -89*, -86*, -63*, -83*, -82*, -75*
O=C(CNC(=O)NCC1CCC(F)CC1)NC1NC2CCCCC2N1 (configuration not stated)
→ 102, 108, 100, /, 84, 105, 92, 95
O=C1COCCN1c1ccc(Nc2nc(Cl)nc(OCc3cn(Cc4ccccc4)nn3)n2)cc1
→ 84, 86, 96, 101, 92, 96, 96, 76
O=C(CCl)c1ccc2c(c1)Nc1ccccc1S2
→ 97&102, 72&80, 99&94, 115&106, 87, 89&100, 91, 48&79
NC(=S)NNC(=O)c1cnc2n(c1=O)CCCCC2
→ 105, 107, 100, 111, 94, 111, 106, 97
COc1ccc(C/C(C)=C(\c2ccc(OCCN3CCOCC3)cc2)c2ccc(OC(=O)C3CCCCC3)cc2)cc1
→ 88, 82, 102, 111, 85, 103, 99, 101
COc1cccc(/C=C2\Oc3cc(OCCCN4CCCC4)ccc3C2=O)c1
→ 102, 107, /, 100, 97, 99, 99, 21
CN1CCN(CC#CCNC(=O)[C@]23CCC(C)(C)C[C@H]2C2=CC[C@@H]4[C@@]5(C)Cc6c([nH]c7ccccc67)C(C)(C)[C@@H]5CC[C@@]4(C)[C@]2(C)CC3)CC1
→ 82, 98, 75, 79, 96, 47, 27, 67
O=c1[nH]cnc(O)c1Nc1cccc(Cl)c1
→ 120&93, 118&95, 106, 114&116, 104&101, 112&111, 113&99, 93&102
CSc1ccccc1C#C/C=C\C#Cc1ccccc1N1CCCC1=O
→ /, 35, 22, 50, 34, 8.9*, 50, 31
COc1ccc(/C(CS(=O)(=O)c2ccccc2)=N\O)cc1
→ 96, 113, 96, 100, 95, 94, 106, 111
O=C(Nc1ccccc1)NS(=O)(=O)c1c[nH]c(=S)[nH]c1=O
→ 93, 92, 104, 116, 99, 108, 100, 92
CNCC1COC(c2ccccc2)(c2ccccc2)O1 (configuration not stated)
→ 105, 96, 103, 106, 101, 101, 103, 94
Fc1ccc(C(c2ccc(F)cc2)C(Cl)Cl)cc1
→ 111, 97, 101, 101, 106, 107, /, 96
COc1cc2c(cc1OC)C(C)N(S(N)(=O)=O)CC2 (configuration not stated)
→ 100, 106, 105, 106, 95, 110, 105, 102

# Quoted from the listing:
# `CC(=O)C1=C(C)C2CC3(C)CC(C2(C)C1)C3(C)C` (configuration not stated) – LOX IMVI: 96
# `CSc1ccccc1C#C/C=C\C#Cc1ccccc1N1CCCC1=O` – SK-MEL-2: 35
# `O=C1COCCN1c1ccc(Nc2nc(Cl)nc(OCc3cn(Cc4ccccc4)nn3)n2)cc1` – UACC-257: 84
# `CC(=O)OC(C(=O)O)c1ccccc1` (configuration not stated) – SK-MEL-28: 119
